CHT PAM: allosteric activators of human choline transporter CHT | Q9GZV3 | CHT-expressing cells, membrane potential dye, choline EC20; active compounds read high; LV-AA mutant CHT in HEK293 cells | B-score at 10 µM | 0.49% of 310,000 active | AID 488977;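 active = initial fluorescence not abnormally high and integrated response B-score, plate-corrected, over 3 SD above library mean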
Target sequence (Q9GZV3 whole entry, looked up): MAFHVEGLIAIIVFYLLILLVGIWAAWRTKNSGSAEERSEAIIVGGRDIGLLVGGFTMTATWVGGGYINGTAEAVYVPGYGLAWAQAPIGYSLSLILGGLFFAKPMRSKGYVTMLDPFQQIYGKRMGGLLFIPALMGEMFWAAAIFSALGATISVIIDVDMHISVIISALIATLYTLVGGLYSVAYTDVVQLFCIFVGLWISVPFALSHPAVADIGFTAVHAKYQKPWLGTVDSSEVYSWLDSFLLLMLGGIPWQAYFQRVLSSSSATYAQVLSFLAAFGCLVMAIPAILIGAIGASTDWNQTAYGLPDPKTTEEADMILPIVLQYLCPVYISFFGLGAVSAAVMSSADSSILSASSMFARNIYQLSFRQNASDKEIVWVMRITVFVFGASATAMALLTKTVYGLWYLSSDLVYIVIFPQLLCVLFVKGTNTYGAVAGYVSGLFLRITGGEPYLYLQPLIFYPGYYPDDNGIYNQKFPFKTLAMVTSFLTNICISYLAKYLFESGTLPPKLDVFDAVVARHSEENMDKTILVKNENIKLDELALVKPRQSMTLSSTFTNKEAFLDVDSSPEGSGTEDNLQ
CHT block: human CHT choline transport inhibition; CHT-expressing cells, membrane potential dye, choline response; active compounds read low; AID 488975; Q9GZV3; B-score at 10 µM; 0.86% of 310,000 active;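 active = B-score over 3 SD under the library average, and starting fluorescence ratio not unusually high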;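 also: choline stimulus applied at its EC90 after an EC20 pre-addition; B-score computed on integrated fluorescence ratio after choline addition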
* = called active by the depositor; i = inactive.

Sequence of screens – CHT PAM	CHT block
> NC(=O)NC(CC(=O)NCCc1ccc(S(N)(=O)=O)cc1)c1ccccc1Cl (stereo not given)
→ i	i
> COc1cc2c(cc1OC)-c1nnc(-c3cccs3)n1C1(CCCC1)C2
→ i	i
> O=C(COC(=O)c1cccc(S(=O)(=O)N2CCc3ccccc32)c1)NC1CCS(=O)(=O)C1 (stereo not given)
→ i	i
> CCN(CC)C(=O)CSc1nc2cc(S(=O)(=O)N3CCOCC3)ccc2n1CC
→ i	i
> O=C(CSc1nnc(-c2ccccc2)n1Cc1ccccc1)N1CCOCC1
→ i	i
> CC(=O)Nc1ccc(S(=O)(=O)N2CCC(C(=O)NCCc3c[nH]c4ccccc34)CC2)cc1
→ i	i
> COc1cccc(/C=N/n2c(=O)[nH]c3ccccc32)c1OC
→ i	i
> CC(=O)Nc1ccc(S(=O)(=O)NC2CC(=O)N(c3cccc(F)c3)C2)cc1 (stereo not given)
→ i	i
> COc1ccc(/C(C)=N/Nc2nc3ccccc3nc2C)cc1OC
→ i	i
> Nc1nc2c(ncn2COCCO)c(=O)[nH]1
→ i	i
> CCOC(=O)N1CCN(S(=O)(=O)N2CCCC(C(=O)NCCCN3CCC(C)CC3)C2)CC1 (stereo not given)
→ i	i
> OCCC1CN(Cc2cnc(-c3ccccc3)s2)CCN1C1CCCC1 (stereo not given)
→ i	i
> Cc1nn(C)c(C)c1NC(=O)c1cc2nc(-c3ccco3)cc(C(F)(F)F)n2n1
→ i	i
> O=C(CC(C(=O)NCc1ccccc1)c1nc2ccccc2c(=O)[nH]1)NCc1ccccc1 (stereo not given)
→ i	i
> Cc1cc(C)nc(NS(=O)(=O)c2ccc(N=Cc3c(C)[nH]n(-c4ccccc4)c3=O)cc2)n1
→ i	i

(continued)
Sequence of screens – CHT PAM	CHT block
> O=C(COc1ccccc1)NCc1ccc2c(c1)OCO2
→ i	i
> O=C(Nc1ccc2ccccc2n1)C1CCCCC1
→ i	i
> NC(=O)CSc1nnc(-c2cnccn2)n1Cc1ccco1
→ i	i
> O=[N+]([O-])c1ccc(-c2nnc3n2CCCCC3)cc1
→ i	i
> CC(=O)c1ccc(NC(=S)NC(=O)/C=C/c2ccc(F)cc2)cc1
→ i	i
> Cc1ccc(CC(=O)Nc2ccc(S(=O)(=O)Nc3nccc(C)n3)cc2)cc1
→ i	i
> COCCn1c(C)cc(C(=O)CSc2ncn[nH]2)c1C
→ i	i
> COc1ccc(CCNC(=O)c2ccc(CSc3ccccc3)o2)cc1
→ i	i
> CCCc1nc2scc(-c3ccc(C)cc3)c2c(=O)n1N
→ i	i
> COC(=O)C1C(=O)c2c(C)noc2CC1(C)C (stereo not given)
→ i	i
> COc1cccc(NC(=O)C2CCC(CNS(=O)(=O)c3cccs3)CC2)c1 (stereo not given)
→ i	i
> O=C(Nc1nc2ccccc2c(=O)[nH]1)c1ccccc1SCc1ccccc1
→ i	i
> COc1ccc(C(=O)Cn2c(Br)nc3c2c(=O)n(C)c(=O)n3C)cc1OC
→ i	i
> COc1ccc2nc(NC(=O)C3CCCN(S(=O)(=O)c4cccc5nonc45)C3)sc2c1 (stereo not given)
→ i	i
> CC(CCc1ccco1)NC(=O)CSc1cc(=O)n(C)c2ccccc12 (stereo not given)
→ i	i

Additional results follow:
Sequence of screens – CHT PAM	CHT block
> O=C(N/N=C/c1ccco1)c1csc2c1CCCC2
→ i	i
> CC(C)(C)NC(=O)C1CC(=O)N(CCc2ccc(F)cc2)C1 (stereo not given)
→ i	i
> Cc1ccnc(N2C(=O)c3ccc([N+](=O)[O-])cc3C2=O)c1
→ i	i
> CCn1c2ccccc2c2cc(CNCc3ccc(OC)cc3OC)ccc21
→ 16*	i
> COc1cccc(C(=O)Nn2cnnc2)c1OC
→ i	i
> Cc1cccc(OCCC(=O)Nc2ccc(S(=O)(=O)N3CCCC3)cc2)c1
→ i	i
> Cc1ccc(C(=O)N/C(=C\c2ccco2)C(=O)N2CC(C)OC(C)C2)cc1C (stereo not given)
→ i	i
> CCCCNC(=O)CCCCCn1c(=O)[nH]c2cc(C(=O)OC)ccc2c1=O
→ i	i
> C/C=C/C(=O)N1CC2(CC(c3cccc(NC(=O)/C(C)=C/C)c3)=NO2)C[C@H]1C(N)=O (stereo not given in full)
→ i	i
> COc1cc(C2c3c([nH]c(=O)[nH]c3=O)Nc3ccc4ccccc4c32)ccc1O (stereo not given)
→ i	i
> CN(C)S(=O)(=O)c1ccc(C(=O)NCCOc2ccc(F)cc2)cc1
→ i	i
> CC1CCN(CC(O)CN2c3ccccc3Sc3ccccc32)CC1 (stereo not given)
→ i	i
> Cc1cccc(NC(=O)CN2CCc3cc4c(cc3C2)OCCCO4)c1
→ i	i
> O=C(NNC(=O)c1ccccc1OCc1ccc(F)cc1)c1ccncc1
→ i	i
> COc1ccc(C(C#N)N2N=C(C)CC2(C)C)cc1 (stereo not given)
→ i	i

The listing continues.
Sequence of screens – CHT PAM	CHT block
> CCOC(=O)c1ccccc1NC(=O)Cn1cnc2c(cnn2-c2ccccc2)c1=O
→ i	i
> COc1cccc(NC(=O)Nc2nnc(CC(=O)NCc3ccccc3)s2)c1
→ i	i
> CCC1(CC)NC(=O)N(CC(=O)OCC(=O)Nc2ccccc2[N+](=O)[O-])C1=O
→ i	i
> CSCC[C@H](NC(=O)N1CCn2c1nc1ccccc12)C(=O)NCc1ccc2c(c1)OCO2
→ i	i
> Cc1ccc(NC(=O)C2CC(=O)Nc3ncnn32)cc1Cl (stereo not given)
→ i	i
> Cc1nc(C)c(C(=O)OCC(=O)N2CCN(c3ccccc3)CC2)s1
→ i	i
> O=C(CSc1nnc(-c2ccco2)o1)NC(=O)Cc1ccccc1
→ i	i
> Cc1cc(/C=N/NC(=O)C(O)(c2ccccc2)c2ccccc2)c(C)n1-c1cccc(C(=O)O)c1
→ i	i
> O=C(O)c1ccc(S(=O)(=O)Nc2ccc(F)c(Cl)c2)cc1
→ i	i
> CC(C)Nc1nc(Cl)nc(N(C#N)CN2C(=O)c3ccccc3C2=O)n1
→ i	-6.9*
> COc1cc(NC(=O)CCNS(=O)(=O)c2ccc3c(c2)CCC(=O)N3)cc(OC)c1
→ i	i
> Cc1coc2cc3oc(=O)c(Cc4ccccc4)c(C)c3cc12
→ i	i
> CC(C)(C)c1ccccc1NC(=S)NC1CCCC1
→ i	i
> COC(=O)CNC(=O)CNC(=O)c1nn(-c2ccc(OC)c(Cl)c2)c(=O)c2ccccc12
→ i	i
> COc1cc(C=O)c(Cl)cc1OCC(N)=O
→ i	i

Next records:
Sequence of screens – CHT PAM	CHT block
> O=[N+]([O-])c1cccc(-c2noc3c2-c2nc(Cc4cccc5ccccc45)sc2CC3)c1
→ i	i
> O=C(Nc1cccnc1)c1sc2cccc(F)c2c1Cl
→ i	i
> CCCCCc1nnc(N)s1
→ i	i
> CC(=O)c1c(Cl)nc2cccc3c2c1-c1ccccc1C3=O
→ i	i
> CC1CCCC(NC(=S)NC(=O)c2cncc(Br)c2)C1C (stereo not given)
→ i	i
> Cc1ccc(S(=O)(=O)c2c(C)cc(C)nc2N2CCOCC2)cc1
→ i	i
> COc1cccc(CN2CCN(S(=O)(=O)c3ccc(NC(C)=O)cc3)CC2)c1OC
→ i	i
> Cc1c(C(=O)Nc2cnccn2)oc2ccccc12
→ i	i
> CCCSc1nnc(C(C)C)n1N
→ i	i
> CNC(=S)N/N=C(\C)c1ccc(C)c(C)c1
→ i	i
> COC(=O)C1=C(C(=O)OC)[C@@H]2N(C)c3ccc(OC)cc3[C@@]23C[C@@H](C(=O)OC)N(C(=O)c2cccs2)C3=N1
→ i	i
> CCN(CC(=O)Nc1ccc(NC(C)=O)cc1)C(=O)c1n[nH]c(=O)c2ccccc12
→ i	i
> O=C(c1ccc(CNS(=O)(=O)c2ccc(Br)cc2)cc1)N1CCCCC1
→ i	i
> CN(C)CCNC(=O)Nc1ccc([N+](=O)[O-])cc1
→ i	i
> CC/C(=N\NC(=O)Cc1ccc(Br)cc1)c1cccs1
→ i	i

A different layout for part of the listing above:
Structure,CHT PAM,CHT block
CC(CCc1ccco1)NC(=O)CSc1cc(=O)n(C)c2ccccc12 (stereo not given),i,i
O=[N+]([O-])c1ccc(-c2nnc3n2CCCCC3)cc1,i,i

Later entries:
Sequence of screens – CHT PAM	CHT block
> Cc1csc(C(=O)NCC(=O)NNC(=O)c2cccc(Cl)c2)c1
→ i	i
> Fc1ccc(N2CCN(C(=S)NCC3CCCO3)CC2)cc1 (stereo not given)
→ i	i
> Cc1ccc(OCCCC(=O)N(C)CC(=O)Nc2ccccc2Br)cc1
→ i	i
> O=C(c1cc2ccccc2o1)N1CCN(c2ccccn2)CC1
→ i	i
> COC(=O)c1sccc1NC(=O)c1c(F)c(F)c(F)c(F)c1F
→ i	i
> NC(=O)c1c[nH]c2ccccc12
→ i	i
> CSc1ccc(C(=O)NC2CCSc3ccccc32)cc1 (stereo not given)
→ i	i
> Cc1ccccc1Nc1nnc(C)c(=O)n1N
→ i	i
> O=C(NCc1ccccc1)c1c(O)c2ccccc2[nH]c1=O
→ i	i
> COc1cccc(OC)c1NC(=O)CN(C)S(=O)(=O)c1ccc2c(c1)OCCO2
→ i	i
> O=C(NCC(c1cccs1)N1CCOCC1)c1cc(-c2ccc(F)cc2)nc2ccccc12 (stereo not given)
→ i	i
> O=c1[nH]ncc(N2CCCCC2)c1Cl
→ i	i
> CCOC(=O)c1cnc2cc(C)ccn2c1=O
→ 8.5*	i
> O=C(NCCCN1CCOCC1)c1ccc(NS(=O)(=O)c2ccccc2)cc1
→ i	i
> CC(=O)N1CCN(CC(c2ccccc2)c2ccccc2)CC1
→ i	i

Carrying on:
Sequence of screens – CHT PAM	CHT block
> O=C(CSC1=NC(=O)C(Cc2ccccc2)C(=O)N1)Nc1ncc(Br)cc1Br (stereo not given)
→ i	i
> CC/C(=N\NC(=O)c1ccc(CN(C)S(=O)(=O)c2ccc(C)cc2)cc1)c1ccc(OC(F)F)cc1
→ i	i
> CC(C)(C)c1ccccc1NC(=O)NC1CCN(Cc2c(F)cccc2Cl)CC1
→ i	i
> CC(CCc1ccccc1)NC(=O)CN(C)Cc1ccc(F)cc1 (stereo not given)
→ i	i
> O=C1C2CCCN2C(=O)N1CCCCN1CCN(c2ccccc2)CC1 (stereo not given)
→ i	i
> O=C(CSc1nnc(COc2ccc(Br)cc2)o1)N1CCOCC1
→ i	i
> CCOC(=O)Cc1cc(=O)[nH]c(Nc2nc3ccccc3o2)n1
→ i	i
> O=C(NCCc1cccs1)C1CC(c2ccccc2[N+](=O)[O-])=NO1 (stereo not given)
→ i	i
> O=S(=O)(c1cc(F)ccc1F)N1CCN2CCCC2C1 (stereo not given)
→ i	i
> Cc1ccc(S(=O)(=O)N(C)c2c(C)ccc(S(=O)(=O)Nc3ccncc3)c2C)cc1
→ i	i
> Cc1ccc(SC(C)C(=O)NCC(C)C)cc1 (stereo not given)
→ i	i
> CCOCCCn1c(=S)[nH]c2cc(C(=O)N3CCN(C4CCCCC4)CC3)ccc2c1=O
→ i	-5.1*
> Cn1c(=O)[nH]c(=O)c2c1nc(N)n2Cc1ccccc1
→ i	i
> Cc1ccc(NC(=O)CCc2c(C)nc3ncnn3c2C)nc1
→ i	i
> CCc1cccc(CC)c1NC(=O)COC(=O)/C(C#N)=C/c1ccc(OC)cc1
→ i	i

Three structures from above, arranged by molar mass, rising:
Sequence of screens – CHT PAM	CHT block
> Cc1ccc(NC(=O)CCc2c(C)nc3ncnn3c2C)nc1
→ i	i
> O=C(NCCc1cccs1)C1CC(c2ccccc2[N+](=O)[O-])=NO1 (stereo not given)
→ i	i
> O=C1C2CCCN2C(=O)N1CCCCN1CCN(c2ccccc2)CC1 (stereo not given)
→ i	i

(next part)
Sequence of screens – CHT PAM	CHT block
> Cn1c(Cc2csc(N)n2)nnc1SC/C=C/c1ccccc1
→ i	i
> COCCNS(=O)(=O)c1ccc(SC)cc1
→ i	i
> COc1cccc(/C=N/NC(=O)c2nc(-c3ccccc3)cc(-c3ccccc3)n2)c1
→ i	i
> Cc1oc(-c2ccc(Cl)cc2)nc1CS(=O)CC(=O)NCc1ccco1 (stereo not given)
→ i	i
> O=C(CSC1=Nc2ccccc2C2=NC(Cc3c[nH]c4ccccc34)C(=O)N12)NC1CCCCC1 (stereo not given)
→ i	i
> Cc1[nH]c2ccccc2c1N=Nc1ccccc1F
→ i	i
> CC(=O)n1cc(/C=N/NC(=O)c2ccccc2Cl)c2ccccc21
→ i	i
> CC(CC(=O)N1CCc2ccccc21)c1ccccc1 (stereo not given)
→ i	i
> O=C(NC1CCCCC1)c1ccc(CS(=O)(=O)c2ccc(Cl)cc2)o1
→ i	i
> Cc1cc(C)n2nc(C(=O)OCC(=O)N3C(C)CCCC3C)nc2n1 (stereo not given)
→ i	i
> C=CCNc1nc(Cl)nc(Nc2ccc(OC)cc2)n1
→ i	i
> COc1ccc(C(=O)NCC2CCCO2)cc1OC (stereo not given)
→ i	i
> Cc1nc2cc(NCc3ccc(Cl)cc3)ccc2n1C
→ i	i
> Cn1c(SCC(=O)c2cccs2)nnc1-c1ccco1
→ i	i
> CCOC(=O)C(C)n1cnc2c(nnn2Cc2ccc(Cl)cc2)c1=O (stereo not given)
→ i	i

Next part:
Sequence of screens – CHT PAM	CHT block
> CCCCCCSc1cccc(-c2nc3cc(C)ccn3c2NCc2ccccc2)c1
→ i	i
> COc1ccc(-c2cc(C)no2)cc1S(=O)(=O)Nc1ccc(NC(C)=O)cc1
→ i	i
> CCOC(=O)CC1C(=O)NCCN1Cc1ccc(OC)c(OC)c1 (stereo not given)
→ i	i
> Cc1nc(S/C(=C/c2ccc(-c3ccc(Cl)cc3)o2)C(=O)O)n[nH]1
→ i	i
> O=C(CN(Cc1ccc2c(c1)OCO2)C(=O)c1cnsn1)NC1CCCC1
→ i	i

Whole records, quoted from the list. Values in the order: CHT PAM, CHT block
`Cc1nc(S/C(=C/c2ccc(-c3ccc(Cl)cc3)o2)C(=O)O)n[nH]1` is entered as i, i
`COc1ccc(-c2cc(C)no2)cc1S(=O)(=O)Nc1ccc(NC(C)=O)cc1` is entered as i, i
`O=C(CN(Cc1ccc2c(c1)OCO2)C(=O)c1cnsn1)NC1CCCC1` is entered as i, i

Bioassay records: PubChem, Johns Hopkins Ion Channel Center

Not a hit list; about 1.4% have a hit in one of these screens.
